Source: PubChem (Emory University Molecular Libraries Screening Center)
14-3-3 PPI: 14-3-3 gamma protein interaction modulation | P61981 | FP, 14-3-3gamma / TMR-pS259-Raf peptide binding | inhibition, % at 40 µM | actives 0.19% (n = 160,000); in the data active = inhibition above about 30%;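 note: 0% = protein plus tracer without compound and 100% = blank with tracer alone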
Target sequence (P61981 whole entry, looked up): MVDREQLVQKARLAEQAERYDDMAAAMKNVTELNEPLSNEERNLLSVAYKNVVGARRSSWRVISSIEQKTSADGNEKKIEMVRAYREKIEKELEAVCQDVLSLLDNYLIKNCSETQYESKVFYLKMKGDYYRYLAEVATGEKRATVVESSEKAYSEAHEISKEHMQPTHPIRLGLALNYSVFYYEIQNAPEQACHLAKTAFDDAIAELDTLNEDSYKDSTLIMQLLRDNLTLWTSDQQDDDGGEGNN
* = called active by the depositor; & = joins results of further samples.

mol	14-3-3 PPI
COc1cccc(C(=O)CSc2nnc(-c3cc(OC)c(OC)c(OC)c3)o2)c1	-5.5&-8.2
Cc1ccc(C(NC(=O)c2ccccc2)c2ccc3cccnc3c2O)cc1 (stereo not drawn)	5.1
COc1ccccc1C(=O)N1CCN(C(=O)c2cccs2)CC1	-3.5
Cc1cccc2oc(-c3cc(N=Cc4cc([N+](=O)[O-])ccc4O)ccc3O)nc12	-27.6
Nc1nc(-c2ccccc2)cc(C(F)(F)F)n1	-0.8&2.3
COc1cc2c(cc1OC)N1C(=O)CC(OCC(=O)O)C3C4CC5(CCN5C(=O)C4=O)C2C31 (stereo not drawn)	7.8
COc1ccc(C(=O)N2CCC(C(=O)Nc3ccccc3Cl)CC2)cc1	-6.5
CCOC(=O)c1ccc(NC(=O)CSc2nnc(COc3ccccc3)n2C)cc1	-5.8
Cc1cc(NS(=O)(=O)c2ccc3c(c2)CCN3C(=O)C2CC2)ccc1N1C(=O)c2ccc(Cl)cc2C1=O	-79.8
CCOc1ccc(NC(=O)Cn2cc(C(=O)C(F)(F)F)c3ccccc32)cc1	-6.4
CCOC(=O)CSc1nc2cc3c(cc2cc1C#N)OCO3	-6.5
COc1nc(-c2ccccc2)cc(-c2ccc(F)cc2)c1C#N	-4.2
Clc1ccccc1OCCn1cnc2ccccc21	-4.5
O=C(Cn1c(=O)[nH]c2ccccc2c1=O)NCCc1ccccc1Cl	-2.5
Cc1nnc2n(Cc3ccccc3)c(=O)c3c4c(sc3n12)COC(C)(C)C4	-3.7
Cc1ccc2c(Cl)c(C(=O)N3CCN(CC=Cc4ccccc4)CC3)sc2c1	-21.4
O=C(CSc1nnc2scc(-c3ccccc3)n12)Nc1ccc2c(c1)OCCO2	-45.4&-8.2
COC(=O)C1=C(C)N(c2ccc(C)c(Cl)c2)C(=O)C1	6.9
CCOC(=O)C1C(=O)Nc2nc3ccccc3n2C1C(C)C (stereo not drawn)	-0.8
COCCCNC(=O)c1ccc2c(c1)ncn2-c1cc(OC)ccc1OC	-264.3
Cc1ccc(CNC(=O)C2CCC(=O)N2Cc2ccccc2Cl)cc1 (stereo not drawn)	-7.1
Cc1ccc(NC(=O)CSc2nc(-c3ccccc3)cs2)c(Br)c1	-3.9
Cc1ccc(/C(O)=C2\C(=O)C(=O)N(CCN3CCOCC3)C2c2ccccc2F)cc1 (stereo not drawn)	-8.8
COc1ccc(COC(=O)C2=C(C)NC3=C(C(=O)CC(C)(C)C3)C2c2ccc(-c3ccccc3)cc2)cc1 (stereo not drawn)	5.0

An excerpt from above in order of their number in 14-3-3 PPI, ascending:
mol	14-3-3 PPI
CCOc1ccc(NC(=O)Cn2cc(C(=O)C(F)(F)F)c3ccccc32)cc1	-6.4
COc1nc(-c2ccccc2)cc(-c2ccc(F)cc2)c1C#N	-4.2
COc1ccc(COC(=O)C2=C(C)NC3=C(C(=O)CC(C)(C)C3)C2c2ccc(-c3ccccc3)cc2)cc1 (stereo not drawn)	5.0
Cc1ccc(C(NC(=O)c2ccccc2)c2ccc3cccnc3c2O)cc1 (stereo not drawn)	5.1

Following part:
mol	14-3-3 PPI
COc1cc(NC(=O)Cn2cnc3ccc(S(=O)(=O)N4CCC(C)CC4)cc3c2=O)cc(OC)c1OC	11.4
O=C(COC(=O)Cn1[nH]c(=O)c2ccccc2c1=O)Nc1ccc2c(c1)OCO2	-0.7
Cc1ccn2c(-c3csc(Nc4cccc(O)c4)n3)c(C)nc2c1	-24.3
CC(C)CC(NC1CCS(=O)(=O)C1)C(=O)O (stereo not drawn)	-0.4&-29.8
COc1nnnc2c1sc1nc(N3CCOCC3)c3c(c12)CC(C)(C)OC3	-2.4
O=C(Nc1ccccc1Cl)c1ccccc1	3.1
O=C(CCCCCn1c(=S)[nH]c2ccc(Br)cc2c1=O)NCc1ccccc1Cl	-9.5
Cc1cc(C(=O)Nc2ccc3c(c2)OCO3)cs1	-21.9
CSCCC(NC(=O)c1ccccc1)C(=O)NC1CCCC1 (stereo not drawn)	-1.9
Cc1ccc(S(=O)(=O)NCC2CCC(C(=O)NCCN3CCOCC3)CC2)cc1 (stereo not drawn)	-1.8
CCCSc1nnc2c(n1)OC(c1ccc(OCC(=O)O)cc1)Nc1ccccc1-2 (stereo not drawn)	-14.7
O=C1CN(C(=O)c2cccc(F)c2)C(c2ccc(F)cc2)c2cc(F)ccc2N1 (stereo not drawn)	-5.6
Cc1cc2nn(-c3ccccc3)nc2cc1NC(=O)c1ccc2c(c1)OCCO2	-1.4
Cc1ccc(-n2nc(C)c(C3C(C#N)=C(N)OC4=C3C(=O)CCC4)c2Cl)cc1 (stereo not drawn)	-9.8
COc1ccc(Cl)cc1C(=O)Nn1cnc2ccccc2c1=O	1.3
CCOC(=O)C1C(c2ccc(N(C)C)cc2)NC(=S)NC1(O)C(F)(F)F (stereo not drawn)	-5.0
Cc1ccc2[nH]cc(C(=O)CN3CCN(c4ccccn4)CC3)c2c1	-20.4
COc1ccc(Nc2nc(C)cc(C)c2C#N)cc1OC	-7.0
COc1ccc(C2C(C#N)=C(C)NC3=C2C(=O)c2ccccc23)cc1 (stereo not drawn)	2.9
COc1ccccc1S(=O)(=O)Cc1ccc(C(=O)N2CCN(c3cccc(Cl)c3)CC2)o1	-7.9
CCCCOc1ccc(NC(=O)CS)cc1	-2.6
CCCn1c2ccccc2c2nnc(SCC(=O)OC)nc21	-7.2&-26.0
O=C(Nc1ccc2oc(-c3ccc(Br)cc3)nc2c1)c1ccc(Cl)cc1	-11.8
Cc1[nH]c2c(C)cccc2c(=O)c1CN1CCCCC1C (stereo not drawn)	3.0
Cc1ccc(S(=O)(=O)Nc2cc(C(=O)NC3CCCCC3C)ccc2N2CCCCC2)cc1 (stereo not drawn)	-3.1
COc1ccc(NC(=O)c2ccc(F)c(S(=O)(=O)N3CC(C)CC(C)C3)c2)cc1 (stereo not drawn)	-24.3
CCOC(=O)c1nn(-c2cccc(C(F)(F)F)c2)c(=O)c2c(N)scc12	-5.5
CCOC(=O)Oc1ccc2oc(C)c(C(=O)OCCOC)c2c1	-1.9
CN1C2CC(OC(=O)[C@H](CO)c3ccccc3)CC1C1OC12 (stereo partly drawn)	0.7
O=S(=O)(c1cccc2cccnc12)N1CCN(C(c2ccccc2)c2ccccc2)CC1	1.3
O=C(Nc1ccc(Oc2ccccc2)cc1)c1cc2c(=O)[nH]c3ccccc3c2s1	-9.9
O=C(NC1CCCCC1)c1cc2nc(-c3ccccc3)cc(C(F)(F)F)n2n1	-1.4
CCOC(=O)/C(C#N)=C1/CCCCCN1C	-5.9
COc1cccc(C2Oc3nc(SC)nnc3-c3ccccc3N2C(C)=O)c1OC (stereo not drawn)	-3.2
CCCOc1ccc(NC(=O)C2CC(=O)N(CC)C(=Nc3ccc(C)c(C)c3)S2)cc1 (stereo not drawn)	-8.4
CNC(=O)c1cc2c(=O)n3cc(C)ccc3nc2n(Cc2ccco2)c1=N	-3.2&-11.8
CN1C(=O)C(C)(C)N(Cc2ccccc2)c2ccccc21	3.1
COc1ccc(NC(=O)C2=C(C)C(=O)OC23CCC(C)CC3)c(OC)c1 (stereo not drawn)	-12.1
COc1cc(OC)c(C2SCCN2C(=O)c2cc3ccccc3oc2=O)cc1OC (stereo not drawn)	-7.2
Cc1nc(Cl)c(C(=O)NC(=O)Nc2cccc(C(F)(F)F)c2)c(C)c1[N+](=O)[O-]	6.3
COC(=O)C1=C(C)NC2=C(C(=O)CC(c3ccccc3)C2)C1c1ccc(O)c([N+](=O)[O-])c1 (stereo not drawn)	-15.3
Cc1cc2n(n1)C(c1ccc(O)cc1)Nc1ccccc1-2 (stereo not drawn)	-1.3
Cc1cccc(N2CCN(C(=O)c3ccc(N4CC5CC(C4)c4cccc(=O)n4C5)c(NC(=O)c4ccc(C(C)(C)C)cc4)c3)CC2C)c1 (stereo not drawn)	-8.7
CCC(C)NC(=O)CCCn1c(=O)[nH]c2cc(OC)c(OC)cc2c1=O (stereo not drawn)	-6.3
CCOC(=O)c1ccc(NC2=NC(C)(C)Cc3ccccc32)cc1	-2.7
O=C(O)c1ccc(COc2ccc3ccc(=O)oc3c2)o1	-4.3
COc1ccc(OC)c(NC(=O)c2cc3ccccc3oc2=O)c1	9.9
COc1ccc(C2=NN3C(C(=O)c4ccccc4)Oc4ccccc4C3C2)cc1 (stereo not drawn)	-91.4
Cc1cc(I)cc2c1NC(c1ccc(F)cc1)C1CC=CC21 (stereo not drawn)	-104.6
O=C(c1ccc2c3c(cccc13)CC2)N1CCc2ccccc21	-3.5
O=C1c2ccccc2C(=O)N1C/C=C/CN1C(=O)c2ccccc2C1=O	-19.1
COc1ccccc1-c1coc2cc(OCc3cccc(Cl)c3)ccc2c1=O	-3.5
Cc1cc(C(=O)O)c(NC(=O)c2ccc(C(C)(C)C)cc2)s1	-16.9
CCCNS(=O)(=O)c1ccc2c(c1)CC(C)N2C(=O)CC (stereo not drawn)	-7.0
CC12CC(c3ccccc3O1)C(C(=O)N1CCOCC1)C(=O)N2 (stereo not drawn)	5.2
O=P(O)(CN1CCCCCC1)CN1CCCCCC1	0.4

Additional results:
structure	14-3-3 PPI
COc1cc(-n2c(C)nc3cc(C(=O)NCc4ccccc4Cl)ccc32)cc(OC)c1OC	-64.7
O=C(Nc1ccc2c(c1)OCCO2)C(Cc1ccccc1)NS(=O)(=O)c1ccc(Br)s1 (stereo not drawn)	-2.2
Cc1ccccc1Cn1c(=O)n(Cc2ccco2)c(=O)c2ccccc21	-15.4
COCCNC(=O)CN(C(=O)CCC(=O)Nc1ccccn1)c1ccc(F)c(Cl)c1	-8.2
CCCCOc1ccc(NC(=O)C2CC=CCC2C(=O)O)cc1 (stereo not drawn)	0.6
Cn1c(=O)c(C(=O)Nc2cccc(Br)c2)c(O)c2ccccc21	-10.7
COC(=O)[C@@H](NC(=O)Nc1ccc(C(C)=O)cc1)C(C)C	-7.1
CC(C)c1ccc(NC(=O)N2CCC(c3nc4ccccc4o3)CC2)cc1	-7.1
c1ccc(OCc2nc(-c3ccccc3)no2)cc1	6.4
COc1ccc(C(=O)Nc2nc3ccc4nc(SC)sc4c3s2)cc1OC	4.8
CC(C)NC(=O)C1CCC(=O)N1C1CCCC1 (stereo not drawn)	-2.5
O=C(C1CC1)N1CCc2cc(Br)cc(S(=O)(=O)Nc3ccc(OC(F)(F)F)cc3)c21	-2.0
O=C(CSc1nnnn1-c1ccccc1)Nc1ccc(O)c(C(=O)O)c1	-5.5
Cc1cc(C(=O)CN2CC(C)OC(C)C2)c(C)n1-c1ccccc1 (stereo not drawn)	-4.2&0.0
CC(C)(C)n1c(=O)[nH]c2c(c1=O)CCC2	3.1&1.6
O=C(NCc1cccnc1)c1cccc(S(=O)(=O)N2CCOCC2)c1	-0.6&-1.5
CCOC(=O)c1sc(NC(=O)c2sc3nc(C)[nH]c(=O)c3c2C)nc1C	-18.7
CC(=O)Nc1ccc(S(=O)(=O)NCCC(=O)O)cc1	2.0
CCOC(=O)C1=C(C)NC2=C(C(=O)CCC2)C1c1ccc(C)s1 (stereo not drawn)	3.6
CC(=O)N1CCc2cc(S(=O)(=O)Nc3cccc(C)c3C)ccc21	1.4
COc1cc(NC(=O)CN(C)S(=O)(=O)c2cccs2)cc(OC)c1	-3.5
CCCCOc1ccc(C2C3CN(C(=O)OCC)CC=C3C(C#N)=C(N)C2(C#N)C#N)cc1OC (stereo not drawn)	3.4
COc1cc2c(cc1OC)CN(CC(=O)NC(=O)NCc1ccco1)CC2	-2.6
CCN(CC)CCNC(=O)Cn1c(-c2ccccn2)nc2ccccc21	-12.6
CCC(=O)N1c2ccccc2NC2=C(C(=O)CCC2)C1c1ccc(N(CC)CC)cc1 (stereo not drawn)	8.9
CCCC(=O)N=C1SC2CS(=O)(=O)CC2N1c1ccc(C(C)=O)cc1 (stereo not drawn)	-7.6
O=C(C1=C(Nc2ccccc2)C(=O)N(c2ccccc2)C1c1ccc(Cl)cc1)c1ccccc1 (stereo not drawn)	3.1
O=c1c2cn[nH]c2nc(SCc2ccccc2Cl)n1-c1cccc(Cl)c1	-7.1
COc1nc(-c2ccccc2)cc(-c2ccccc2)n1	-6.5
COc1ccc2cc(C=Nc3ccccc3)c(Cl)nc2c1	-10.2
COc1ccc(Cl)cc1NS(=O)(=O)c1cc(Br)cc2c1N(C(=O)C1CC1)CC2	-7.7
Cc1cc(Br)ccc1NC(=O)CCCN1C(=O)c2cccnc2C1=O	-8.6
Cc1ccc(C(=O)c2sc3nc(N)c(C#N)c(-c4ccc(C(C)C)cc4)c3c2N)cc1	-19.4
C=CCn1cc(C(=O)NCc2cccnc2)c(=O)c2cc(S(=O)(=O)N(CC)CC)ccc21	-0.1
CC(C)c1ccc(OCC(O)CN2CCN(c3ccccc3)CC2)cc1 (stereo not drawn)	-10.3
NC(N)=NS(=O)(=O)c1ccc(N=Cc2cccs2)cc1	-13.2
O=c1c2ccccc2nnn1CSc1nnc(C2COc3ccccc3O2)n1-c1ccccc1 (stereo not drawn)	-7.4
Cc1ccccc1NC(=O)Cn1c([N+](=O)[O-])cnc1C	-3.6
CC(C)Cn1cc(C(=O)NC(C)C)c2c3ccccc3n(C)c2c1=O	-0.9

Structures shown so far with bromine, in the order listed:
structure	14-3-3 PPI
Cc1ccc(NC(=O)CSc2nc(-c3ccccc3)cs2)c(Br)c1	-3.9
O=C(CCCCCn1c(=S)[nH]c2ccc(Br)cc2c1=O)NCc1ccccc1Cl	-9.5
O=C(Nc1ccc2oc(-c3ccc(Br)cc3)nc2c1)c1ccc(Cl)cc1	-11.8
O=C(Nc1ccc2c(c1)OCCO2)C(Cc1ccccc1)NS(=O)(=O)c1ccc(Br)s1 (stereo not drawn)	-2.2
Cn1c(=O)c(C(=O)Nc2cccc(Br)c2)c(O)c2ccccc21	-10.7
O=C(C1CC1)N1CCc2cc(Br)cc(S(=O)(=O)Nc3ccc(OC(F)(F)F)cc3)c21	-2.0
COc1ccc(Cl)cc1NS(=O)(=O)c1cc(Br)cc2c1N(C(=O)C1CC1)CC2	-7.7
Cc1cc(Br)ccc1NC(=O)CCCN1C(=O)c2cccnc2C1=O	-8.6

The list is partial, so the mix of outcomes need not match the whole.
